Compound activity deposited in PubChem by Sanford-Burnham Center for Chemical Genomics.
CHOP UPR activ = activators of apoptotic CHOP UPR arm, primary screen, cell-based, CHO-CHOP luciferase reporter, luminescence, uHTS. UPR activation; percent of tunicamycin response over DMSO baseline. activation, % at 10 µM. 330,000 compounds, 0.34% hits;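 active = at 10 µM dose, activation of 40% or more, normalized to positive control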;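 also: 100% = tunicamycin at 10 µg/mL and 0% = DMSO alone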
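Material: CHO-CHOP cells, stable luciferase reporter of PERK-eIF2a-CHOP signalling; quantity: 500 reporter cells seeded per well; buffer or medium: F12 medium containing 10% fetal bovine serum; compound: one dose, 10 µM in 0.5% DMSO; incubation: 6 h compound treatment, 37 °C; measured by: Steady-Glo luciferase luminescence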
tim10-1 inh = growth inhibitors of tim10-1 mutant yeast, primary screen, luminescence, uHTS | S. cerevisiae tim10-1 ts strain growth, BacTiter-Glo, 24 h | AID 463190, 2010 | 330,000 compounds, 2.2% hits | inhibition, % at 20 µM;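 active = inhibition of at least 40%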;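 also: mutant grown at 25 °C; 0% = DMSO wells with yeast and 100% = wells holding no yeast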
Jurkat NFkB inh = inhibitors of induced NF-kB luciferase reporter, primary screen, TCR NF-kB activation inhibitor project, cell-based, luminescence, uHTS | Jurkat, PMA/ionomycin-induced NF-kB luciferase reporter | inhibition, % at 4 µM | 330,000 compounds, 0.53% hits; in the data active = inhibition above about 50%
XBP1 UPR activ = activators of adaptive XBP1 UPR arm, primary screen, cell-based, CHO-XBP1 luciferase reporter, luminescence, uHTS; IRE1-XBP1 UPR activation; percent of tunicamycin response, DMSO as zero; activation, % at 20 µM; 330,000 compounds, 0.33% hits;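 active = versus positive control, 20 µM dose yields 30% or more activation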;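 also: 100% = tunicamycin at 10 µg/mL and 0% = DMSO only wells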
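Material: CHO-XBP1 cells stably carrying IRE1-XBP1-driven luciferase reporter / Amount: 1000 cells per well / Compound: 20 µM, 1% DMSO / Times: 6 h treatment, 37 °C / Detection: luciferase luminescence / Measure: % activation of reporter signal versus tunicamycin and DMSO controls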
TIM10 inh = growth inhibitors of isogenic TIM10 control yeast, primary screen, counter-screen for tim10-1 yeast inhibitor project, luminescence, uHTS; inhibition, % at 10 µM; 330,000 compounds, 1.4% hits; AID 463195, 2010; S. cerevisiae TIM10 strain growth, BacTiter-Glo luminescence, 24 h;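 active = inhibition of 40% or more at the single tested concentration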;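 also: wild-type TIM10 isogenic control strain grown at permissive 25 °C; 0% = DMSO yeast wells and 100% = minimal medium wells without yeast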
tim23-1 inh = growth inhibitors of tim23-1 mutant yeast, primary screen, luminescence, uHTS. AID 463212, 2010. 330,000 compounds, 1.3% hits. S. cerevisiae tim23-1 growth, BacTiter-Glo luminescence, 24 h. inhibition, % at 20 µM;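 active = growth inhibition of the mutant yeast at or above 50%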;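 also: temperature-sensitive mutant grown at 25 °C; plate controls were DMSO-treated mutant yeast for no effect and medium wells lacking yeast for full effect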
Mdm2-MdmX inh = inhibitors of human Mdm2-MdmX association, primary screen, cell-based, luminescence, split luciferase, SaOS-2, uHTS. Protein Mdm4 (Homo sapiens) + E3 ubiquitin-protein ligase Mdm2 (Homo sapiens), …. SaOS-2 split-luciferase Mdm2/MdmX complementation. inhibition, % at 8 µM. 330,000 compounds, 3% hits. AID 485346, 2010;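 active = inhibition of at least 50% at 8 µM in the primary screen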
Target sequence (O15151 whole entry, looked up): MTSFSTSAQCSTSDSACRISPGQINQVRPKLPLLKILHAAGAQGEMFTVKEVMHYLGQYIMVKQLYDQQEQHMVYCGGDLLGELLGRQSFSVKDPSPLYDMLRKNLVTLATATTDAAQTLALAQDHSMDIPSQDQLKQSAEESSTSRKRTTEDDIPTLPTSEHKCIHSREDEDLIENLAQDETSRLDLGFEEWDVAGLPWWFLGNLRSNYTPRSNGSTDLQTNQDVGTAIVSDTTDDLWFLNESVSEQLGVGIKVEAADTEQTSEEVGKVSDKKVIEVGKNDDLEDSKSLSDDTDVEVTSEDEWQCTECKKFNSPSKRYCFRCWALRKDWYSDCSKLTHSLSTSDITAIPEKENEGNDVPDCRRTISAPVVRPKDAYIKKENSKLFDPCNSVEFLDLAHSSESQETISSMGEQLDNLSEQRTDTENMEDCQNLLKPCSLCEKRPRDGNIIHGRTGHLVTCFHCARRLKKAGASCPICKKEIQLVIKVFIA
Target sequence (Q00987 whole entry, looked up): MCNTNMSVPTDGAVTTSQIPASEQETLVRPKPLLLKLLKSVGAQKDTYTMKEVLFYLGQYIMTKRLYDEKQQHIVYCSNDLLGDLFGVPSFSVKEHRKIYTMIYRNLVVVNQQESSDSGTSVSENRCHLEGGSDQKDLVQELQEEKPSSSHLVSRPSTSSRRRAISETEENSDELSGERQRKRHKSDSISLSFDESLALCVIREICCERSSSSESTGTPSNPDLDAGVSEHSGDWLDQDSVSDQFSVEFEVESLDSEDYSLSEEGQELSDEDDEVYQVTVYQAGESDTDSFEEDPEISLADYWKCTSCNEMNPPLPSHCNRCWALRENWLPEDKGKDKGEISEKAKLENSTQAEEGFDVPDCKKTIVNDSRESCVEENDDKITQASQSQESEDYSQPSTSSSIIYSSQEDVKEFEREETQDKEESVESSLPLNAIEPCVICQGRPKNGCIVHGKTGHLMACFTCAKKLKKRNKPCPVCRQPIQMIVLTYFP
697 NFkB inh = inhibitors of PMA/ionomycin-induced NF-kB reporter, 697 cells, primary screen, B-cell NF-kB inhibitor project, cell-based, luminescence, uHTS. 330,000 compounds, 0.33% hits. inhibition, % at 4 µM. 697 B-cell NF-kB luciferase reporter, 16 h. AID 435022, 2010; in the data active = inhibition above about 35%
* hit, by the source's call.

Values run as follows: tim10-1 inh	tim23-1 inh	697 NFkB inh	XBP1 UPR activ	Mdm2-MdmX inh	Jurkat NFkB inh	TIM10 inh	CHOP UPR activ
(1) Cc1ccc2nc(-c3ccccc3)cc(C(=O)Nc3cccnc3)c2c1
 : -7.7	-18.2	-15.0	0.4	-21.4	0.8	-10.7	-1.1
(2) c1ccc(-c2nc(C3CCCCC3)c3sccc3n2)cc1
 : 15.6	2.9	-31.9	2.9	0.3	-1.7	0.5	-1.5
(3) CC(C)N(Cc1nc(-c2ccccc2)no1)C(=O)CN1C(=O)c2ccccc2C1=O
 : 30.8	35.9	6.0	4.1	4.8	6.0	28.6	-0.9
(4) CSc1ncccc1C(=O)OCC(=O)NC1CCCC1
 : -5.8	13.4	12.3	-0.5	-9.4	-2.0	3.8	-1.2
(5) CCOc1cc(C(=O)OCC(=O)NC(C)c2ccccc2)ccc1OCC(=O)N1CCOCC1 (stereo not drawn)
 : 11.9	7.0	7.2	-3.3	14.8	-2.0	-4.0	0.9
(6) CCC(=O)N1CCc2cc(Br)cc(S(=O)(=O)Nc3c(C)n(C)n(-c4ccccc4)c3=O)c21
 : 11.9	-0.2	12.8	-1.6	-7.7	11.2	12.3	0.3
(7) Cc1[nH]c2ccccc2c1Cc1nnc(SCCC#N)o1
 : 14.7	4.3	14.2	0.1	-10.0	10.3	-1.8	-0.3
(8) COC(=O)[C@@]12CCCCN1[C@H](c1ccc(-c3ccccc3)cc1)[C@@H]1C(=O)N(C)C(=O)[C@@H]12
 : 25.5	30.3	-3.5	-3.7	35.9	7.3	10.7	-2.0
(9) Cc1cccc(C)c1NC(=O)c1cccc2c1C(=O)N(C1CCCCC1)C2
 : 56.0*	54.8*	5.5	-6.9	22.7	2.3	18.4	0.6
(10) CCOc1ccc(-c2c(=O)n(OCC)c3ccccc3[n+]2[O-])cc1
 : 32.7	26.5	-14.9	-1.0	13.4	-28.2	15.6	0.4
(11) O=C(NCc1ccccc1)c1cc[n+](CC(=O)c2cccs2)cc1
 : -2.4	1.7	6.2	-1.1	20.5	17.0	-2.8	-1.8
(12) CN(C)CCCNc1nc(N)c([N+](=O)[O-])c(NCCO)n1
 : -12.7	-3.9	9.6	-1.0	10.7	-4.4	-2.3	0.6
(13) CN(C)C(=O)CSc1nnc(CCNC(=O)OC(C)(C)C)o1
 : 8.0	3.8	10.8	0.0	19.6	-2.4	-2.5	1.4
(14) CN(C)C(=O)c1cn(-c2ccccc2)nc1-c1cccc([N+](=O)[O-])c1
 : 35.0	20.4	21.7	-1.1	-3.7	-6.9	-13.3	0.4
(15) CC(CNC(=O)c1ccc(Br)o1)NC(=O)c1ccc(Br)o1 (stereo not drawn)
 : 17.0	14.0	21.7	-3.3	15.9	-4.3	9.7	-0.3
(16) Cc1ccc(C(=O)/C=C/c2cc(Br)cc(Br)c2O)o1
 : 52.7*	65.0*	6.7	-1.3	23.8	4.7	38.1	-1.2
(17) CCN(CC)CC1C(=O)N(c2ccc(OC)cc2)C1c1ccccc1 (stereo not drawn)
 : 13.6	3.7	-10.7	-2.5	-19.3	-0.5	11.9	-1.2
(18) Cc1cccc(-c2nnc(NC(=O)c3cccs3)s2)c1
 : -12.6	-7.9	-43.1	2.0	-19.0	-31.3	0.5	5.5
(19) CCn1cc(C(=O)N(C)c2ccccc2F)c2cc(OC)c(OC)cc2c1=O
 : 31.5	6.6	-0.6	0.0	12.3	3.6	-11.9	-0.1
(20) CC(C)C(=O)Nc1nnc(S(=O)(=O)N2c3ccccc3CC2C)s1 (stereo not drawn)
 : -7.6	-4.1	-9.3	0.1	9.4	-12.4	1.6	-1.7

Later entries.
Values run as follows: tim10-1 inh	tim23-1 inh	697 NFkB inh	XBP1 UPR activ	Mdm2-MdmX inh	Jurkat NFkB inh	TIM10 inh	CHOP UPR activ
(21) Cc1sc2ncnc(N3CCN(CCOc4ccc(Cl)cc4)CC3)c2c1C
 : 45.2*	31.3	55.6*	-1.6	6.6	57.0*	27.4	5.1
(22) Cc1ccc(-c2nc(CS(=O)CC(=O)NCCN(CC(C)C)CC(C)C)c(C)o2)cc1 (stereo not drawn)
 : 12.6	7.8	14.1	-0.8	33.7	13.3	22.8	-0.5
(23) CC(C)N(Cc1cn(C)nc1-c1cccc(Cl)c1)CC1CCC(=O)N1 (stereo not drawn)
 : -1.9	1.7	-6.4	-3.2	6.6	-12.3	-11.2	-0.2
(24) CC(Oc1ccccc1)C(=O)N1CCN(c2ccc(N3CCOCC3)nn2)CC1 (stereo not drawn)
 : -26.8	-20.3	7.1	0.1	7.6	-9.5	-11.1	0.2
(25) COc1ccc(C(=O)CN2C(=O)NC(C)(c3ccccc3)C2=O)cc1OC (stereo not drawn)
 : 0.0	4.1	12.7	-1.6	2.1	-1.2	1.6	0.4
(26) Cc1cc(C)c2c(=O)[nH]c(SCc3ccc([N+](=O)[O-])cc3)nc2n1
 : -0.7	-15.8	4.4	0.0	9.7	-3.2	17.3	-0.9
(27) CCCOc1ccc(C(C)=O)cc1CSCCC#N
 : 13.5	0.3	-0.9	-1.9	-22.7	-5.0	-4.8	-4.6
(28) COCCCn1c(=O)c2sccc2n2c(CCCC(=O)NCc3ccccc3)nnc12
 : 24.8	1.6	-3.5	-1.7	14.6	-2.9	16.3	2.4
(29) O=C(NCCc1cccs1)C1CC(c2cccc(F)c2)=NO1 (stereo not drawn)
 : 15.1	13.0	9.0	-1.3	0.5	3.1	13.5	-1.3
(30) CCn1c(SCC(=O)Nc2ccc3[nH]c(=O)[nH]c3c2)nnc1-c1ccccc1
 : 2.1	-22.6	14.4	-1.2	-41.7	1.1	-46.8	0.1
(31) COc1cc(CCC(=O)OCC(=O)Nc2c(Cl)cccc2Cl)cc(OC)c1OC
 : 16.1	10.1	-11.9	-5.0	5.4	2.1	-1.3	-0.5
(32) CC(NC(=O)c1ccc(N2CCCC2)c([N+](=O)[O-])c1)c1ccc(S(N)(=O)=O)cc1 (stereo not drawn)
 : 5.5	3.1	11.9	-4.9	21.0	-4.0	5.5	0.8
(33) CCOc1ccc2c(c1)[N+](C)(C)C(C)(C)C=C2C
 : -2.5	1.5	-3.8	0.2	6.6	16.9	-4.9	0.6
(34) COc1ccc(S(=O)(=O)N(C)c2ccc(C(=O)N3CCOCC3)cc2)cc1
 : -11.2	-7.4	-9.8	-4.0	11.7	3.4	-9.0	-2.3
(35) COc1ccc(/C=C/C(=O)Nc2ccccc2Cl)cc1S(=O)(=O)N1CCOCC1
 : 0.3	24.3	3.4	-2.3	-0.2	12.5	16.5	2.8
(36) Cc1cccc(NC(=O)COc2ccc3c(c2)CCC3)n1
 : 29.6	14.5	-3.2	5.8	-10.1	-42.4	31.0	0.3
(37) COc1ccc(CCN2C(=O)c3[nH]nc(-c4ccccc4O)c3C2c2ccc(C)cc2)cc1OC (stereo not drawn)
 : 25.3	27.5	-1.0	6.8	27.9	6.8	25.1	-0.3
(38) CC1(C)C(c2cccs2)=[N+]([O-])C2(CCCCC/C2=N\NC(N)=S)N1O (stereo not drawn)
 : 4.6	1.2	12.1	-1.1	-2.5	14.5	-4.5	-1.4
(39) CC(C)(C)Oc1ncc(Br)c(OC(C)(C)C)n1
 : 3.0	5.0	3.9	-0.3	18.0	11.3	4.3	-0.9
(40) Cc1cccc(C)c1NC(=S)N/N=C/c1ccc(C(=O)O)cc1
 : 11.6	7.7	-11.5	-1.3	-38.1	-1.0	-14.4	0.8

Additional records:
Values run as follows: tim10-1 inh	tim23-1 inh	697 NFkB inh	XBP1 UPR activ	Mdm2-MdmX inh	Jurkat NFkB inh	TIM10 inh	CHOP UPR activ
(41) COC(=O)c1sccc1NC(=O)NC1CCCCC1
 : 8.2	20.8	0.8	0.0	20.2	-11.7	-6.0	2.9
(42) O=C(O)c1ccccc1NS(=O)(=O)c1ccc2c3c(cccc13)C(=O)N2
 : -0.4	2.1	12.8	0.3	-21.5	2.5	-12.1	1.5
(43) CC(C)C(=O)N(Cc1ccccc1)S(=O)(=O)c1ccc2c(c1)oc(=O)n2C
 : 10.0	22.9	-7.8	0.7	9.9	-16.7	-18.2	3.3
(44) COc1cc(CNC(C)(C)CO)cc(Br)c1OCc1ccc(Cl)cc1
 : 14.9	25.5	-16.4	0.8	49.5	-6.5	26.2	0.7
(45) Cc1nc2ccccc2n1CCc1ccccc1
 : -1.5	14.4	-2.6	-0.4	-0.1	-5.4	1.9	1.4
(46) Cc1cc(=O)[nH]c2nnnn12
 : -12.2	-15.9	16.6	0.8	6.2	15.0	-0.7	3.3
(47) COc1ccc2c(c1)N(C)/C(=C1/SC(=NCc3ccccc3)N(c3ccccc3)C1=O)S2
 : 13.0	4.5	-15.6	8.7	40.8	-5.0	10.7	0.0
(48) Cc1ccc(S(=O)(=O)CCC(=O)OCC(=O)c2c(N)n(CC(C)C)c(=O)n(C)c2=O)cc1
 : -0.9	10.0	-13.9	-2.9	18.2	15.0	11.0	1.0
(49) Cc1ccc(S(=O)(=O)CC(=O)Nc2nc(-c3ccccc3)cs2)cc1
 : 44.0*	52.3*	-21.1	-4.8	3.5	-1.0	28.9	0.8
(50) O=C(COC(=O)C1CCN(c2ccc(C(F)(F)F)cn2)CC1)Nc1ccc(F)cc1[N+](=O)[O-]
 : -1.5	-9.3	-1.4	1.3	11.4	-5.7	2.7	-1.0
(51) CCC(C)(NC(=O)c1ccccc1)C(=O)O (stereo not drawn)
 : 12.6	2.7	-14.6	-0.5	-19.5	-7.3	-6.8	2.0
(52) CC(=O)Nc1ccc(C(=O)N2CC(=O)NC(=O)C2)cc1
 : -10.8	10.0	10.7	-0.9	23.3	-1.4	-3.3	4.8
(53) C=CCN(C(=O)Nc1ccccc1)C1CC(=O)N(c2ccc(OC)cc2)C1=O (stereo not drawn)
 : 21.1	10.3	6.6	3.8	0.0	1.2	15.5	2.5

By substructure, the compounds so far containing fluorine (3)
Values run as follows: tim10-1 inh	tim23-1 inh	697 NFkB inh	XBP1 UPR activ	Mdm2-MdmX inh	Jurkat NFkB inh	TIM10 inh	CHOP UPR activ
(19) CCn1cc(C(=O)N(C)c2ccccc2F)c2cc(OC)c(OC)cc2c1=O
 : 31.5	6.6	-0.6	0.0	12.3	3.6	-11.9	-0.1
(29) O=C(NCCc1cccs1)C1CC(c2cccc(F)c2)=NO1 (stereo not drawn)
 : 15.1	13.0	9.0	-1.3	0.5	3.1	13.5	-1.3
(50) O=C(COC(=O)C1CCN(c2ccc(C(F)(F)F)cn2)CC1)Nc1ccc(F)cc1[N+](=O)[O-]
 : -1.5	-9.3	-1.4	1.3	11.4	-5.7	2.7	-1.0
